Bioassay records as filed in PubChem.
BLM inh = inhibitors of human Bloom syndrome helicase BLM; P54132; recombinant BLM DNA unwinding, fluorescence dequenching; Potency, µM (doses to about 56.1 µM), for the others: at the top dose activity change, negative = inhibition, actives largely listed as inhibitors; 350,000 compounds, 0.2% hits; AID 2528;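 also: plate controls were vehicle for no effect and no enzyme for full effect; nearly all actives have a fitted effect of over 35% in size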
JMJD2A Tudor inh = JMJD2A Tudor domain (human) inhibition; O75164; AlphaScreen JMJD2A-Tudor / H3K4me3 peptide binding; Potency, µM (top dose mostly 114 µM), for the others: at the highest dose activity change, negative = inhibition, usual class: inhibitors; 390,000 compounds, 4.4% hits; AID 504339; also: % is scaled to controls: 0 for no effect and ±100 for the full control effect; nearly all actives have a fitted effect of over 50% in size
G9a inh = blocks human histone lysine methyltransferase G9a. 350,000 compounds, 8.8% hits. Potency, µM (top dose mostly 102 µM), inactives show at the highest dose activity, negative = inhibition, hits mostly inhibitors. Q96KQ7. G9a H3K9 monomethylation, AlphaScreen, 2 h; also: % is scaled to controls: 0 for no effect and ±100 for the full control effect; nearly all actives have a fitted effect of over 75% in size
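Chemiluminescent proximity detection of H3K9 monomethylation, read after 10 min bead incubation in the dark. Reaction: 20 nM G9a, 500 nM biotin-H3K9 peptide, 20 uM SAM cofactor, 2 h, room temperature, following 15 min enzyme-compound preincubation.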
Pin1 inh = blocks the human prolyl isomerase Pin1; Pin1 FP peptide displacement, HiFluor488, 10 min; Potency, µM (highest dose often 115 µM), for inactives: at the highest dose activity, negative = inhibition, actives largely listed as inhibitors; 390,000 compounds, 0.009% hits; Q13526; active = well fitted inhibition curve with a large enough effect in the polarisation, with a control signal flat, not every such curve was filed as active; inconclusive = small, poorly fitted or top-dose-only effect, or effect the other way, or a change in a side signal; inactive = no such curve, though single readings can be large or run the other way; the % refers to the polarisation; also: % is scaled to controls: 0 for no effect and ±100 for the full control effect
GLS inhibitor = inhibitors of human glutaminase (GLS); O94925; 410,000 compounds, 0.21% hits; GLS enzymatic activity, qHTS titration; AID 624170; Potency, µM (doses to about 45.5 µM), for inactives: top-dose activity change, negative = inhibition, most hits filed as inhibitors; also: % is scaled to controls: 0 for no effect and ±100 for the full control effect
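hKGA in 45 mM KH2PO4 (pH 8.2), 0.02% Tween-20 with compound, then 1mM L-Glutamine (stock as added) plus glutamate oxidase/HRP/Amplex red coupling mix. Fluorescence read initially and after 30 min at RT; signal change reflects glutamate formation.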
HP1b chromo inh = HP1-beta chromodomain-methylated histone interaction inhibition; 390,000 compounds, 0.56% hits; AlphaScreen HP1-beta / biotin-H3K9me3 peptide binding; Potency, µM (series often up to 114 µM), without a hit: at the highest dose activity change, negative = inhibition, hits mostly inhibitors; P83916; also: nearly all actives have a fitted effect of over 70% in size; inactives centre near 23
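HP1-beta protein (50 nM final) preincubated 30 min at room temperature with biotinylated H3(1-18)K9me3 peptide (50 nM) in PBS pH 7.4, 0.01% Tween-20, then compound added for 30 min. AlphaScreen streptavidin donor/nickel chelate acceptor beads (10 ug/mL final), 30 min dark, luminescence read.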
PGK inhibitor = T. brucei PGK inhibition; 380,000 compounds, 0.043% hits; PGK/GAPDH coupled, Kinase-Glo luminescence, 60 min; AID 602233; Potency, µM (series often up to 57.5 µM), for inactives: top-dose activity change, negative = inhibition, most hits filed as inhibitors; P07378; also: % is scaled to controls: 0 for no effect and ±100 for the full control effect; nearly all actives have a fitted effect of over 60% in size
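Recombinant glycosomal PGK reaction used 1,3-bisphosphoglycerate generated in-well by GAPDH (100nM final) in 100mM TEA pH 7.6, 5mM MgCl2, 0.01% Tween-20. After 60 minutes at room temperature, ATP was read by Kinase-Glo Plus luminescence end-point.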
BAZ2B inh = blocks human BAZ2B; Q9UIF8; Potency, µM (top dose mostly 114 µM), inactives show at the highest dose activity change, negative = inhibition, most hits filed as inhibitors; AlphaScreen BAZ2B-H3K14Ac peptide displacement; 360,000 compounds, 4.4% hits; also: % is scaled to controls: 0 for no effect and ±100 for the full control effect; nearly all actives have a fitted effect of over 60% in size
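BAZ2B 50 nM plus b-H3(5-23)K14Ac 50 nM, PBS pH 7.4/0.01% Tween-20, 30 min RT; compound added (max 110 uM), 30 min RT; streptavidin donor/Ni-chelate acceptor beads 10 ug/mL final, 20 min dark; AlphaScreen read.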
POLI inh = DNA polymerase iota (human) inhibition | Pol iota fluorescent replication assay, 10 min | 390,000 compounds, 1% hits | Q9UNA4 | Potency, µM (series often up to 115 µM), for inactives: top-dose activity, negative = inhibition, actives largely listed as inhibitors
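Fluorescent replication assay read twice, at 0 min and 10 min after adding 50 nM (final) substrate. Enzyme (10 nM) and compounds were first incubated 15 min at room temperature; enzyme-free buffer wells were negative controls.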
* = called active by the depositor; i = inactive; ? = inconclusive; · = not tested or not shown; & = joins results of further samples; [ ] = dose if it differs, or a comment. Unless noted, calls follow the shape of the dose curve; as a rule, active = well fitted curve in the direction sought with a large enough effect; inconclusive = small, poorly fitted or top-dose-only effect, or another doubt; inactive = no such curve, though single readings can be large; an effect the other way counts as inactive or inconclusive. Potency is read from the fitted curve at half-maximal effect. This is a subset. The share of hits here may be higher or lower than overall.

SMILES	BLM inh	JMJD2A Tudor inh	G9a inh	Pin1 inh	GLS inhibitor	HP1b chromo inh	PGK inhibitor	BAZ2B inh	POLI inh
COC(=O)c1[nH]c(C)c(/C(O)=C2\C(=O)C(=O)N(CCN(C)C)C2c2cc(OC)ccc2OC)c1C (stereo unspecified)	-3%	?	50µM*	-4%	11%	28%	-11%	-32%	?
CC(C)C(OC(=O)C1=Cc2ccccc2OC1)C(=O)NC1CCCC1 (stereo unspecified)	3%	-13%	-7%	-1%	6%	16%	0%	-4%	129%[activator]
CCn1c(CSc2n[nH]c(N)n2)nc2cc(C(=O)O)ccc21	-9%	?	40µM*	?	47%[activator]	47%[activator]	i	?	50µM*
COC(=O)c1ccc(COc2ccc(/C=N/Nc3nc(C)cc(=O)[nH]3)cc2)cc1	?	-23%	-1%[59 µM]	?	-3%	70%[activator]	0%	-7%	?
CCOC(=O)c1nn(-c2ccc(C)cc2)cc1C(=O)c1ccccc1	-4%	54%[activator]	?	4%	·	66%[activator]	8%	41%[activator]	10%
Cc1cc(Cl)ccc1OCC(=O)Nc1ccccc1CO	-2%	-6%	-7%[12.7 µM]	5%	-3%	36%	7%	2%	12%
CCOc1c2ccc(C(=O)NCc3ccc(OC(F)(F)F)cc3)cc2nn1C	-9%	-14%	-22%	-6%	1%	53%[activator]	2%	4%[57.1 µM]	6%
Cn1c(=O)oc2cc(S(=O)(=O)CCC(=O)N3CCN(c4ccccc4F)CC3)ccc21	-1%&1%	-5%&-12%	-3%	-2%&-5%	-1%&-2%	25%&34%	6%&-3%	1%&11%[57.1 µM]	9%&31%
C=CCSC1=C(C#N)C(c2ccc(C(C)C)cc2)CC(=O)N1 (stereo unspecified)	-7%	-29%	45µM*	-3%	2%	0%	-8%	-4%	15%
COc1ccc(Cn2c(CCC(=O)Nc3ccc(Br)c(C)c3)nc3cccnc32)cc1	-11%	-13%	-38%[59 µM]	3%	0%	25%	0%	-20%	-12%
CCOc1cc2[nH]c(=O)n(CCCCC(=O)NC3CCCCCC3)c(=O)c2cc1OCC	0%	-3%[57.1 µM]	1%[59 µM]	?	-6%	32%	-3%	1%	4%
O=C(O)C1Cc2ccccc2CN1S(=O)(=O)c1ccc(Cl)cc1 (stereo unspecified)	-5%	-9%	?	-5%	-11%	7%	-7%	?	27%
CCCCCCn1c(CN2CCCCC2)nc2c1c(=O)n(C)c(=O)n2C	·	10%	·	7%	3%	24%	i	·	-3%
CCN(CC)C(=O)Cn1c(=O)n(Cc2ccc(F)cc2)c(=O)c2sccc21	5%	-1%	·	8%	9%	37%	2%	6%	6%
CCOC(=O)C1CCN(c2c(Nc3ccc(C)c(C)c3)c(=O)c2=O)CC1	-3%	-16%	·	0%	21%	27%	i	-7%	19%
COc1ccc(O)c(CN2CCN(CCCc3ccccc3)C(CCO)C2)c1 (stereo unspecified)	-2%	-16%	-17%	0%	16%	31%	-9%	?	6%
Cc1cccn2c(=O)c3cc(C(=O)NC4CCCCC4)c(=N)n(Cc4ccccc4)c3nc12	-27%	-5%	10µM*	-6%	-12%	34%[activator]	0%	25µM*	70%[activator]
CCCCOCCCNC(=O)COc1ccccc1	-1%	-11%	-8%[59 µM]	5%	2%	27%	·	1%	20%
CC(C)COc1ccc(C(=O)NCC2(N3CCN(C)CC3)CCCCC2)cc1	3%	-8%	-6%[59 µM]	-2%	2%	42%[activator]	-9%	-8%	0%
O=C(N/N=C/c1ccc2c(c1)OCO2)c1cccnc1	1%	-12%	-9%	-4%	-13%	-2%	i	-6%	21%
CCOC(=O)N1CCC(N2C(=O)c3ccc(C(=O)Nc4ccc(OC)c(OC)c4)cc3C2=O)CC1	-4%	-15%	11%	-5%	-1%	16%	-8%	?	-10%
COc1ccc(-c2cc(=O)oc3c(C)c(OCC(=O)NCCCn4ccnc4)ccc23)cc1	-10%	?	·	23%	0%	-20%	-1%	?	-4%
CN1CCN(C(=O)c2ccc3c(c2)N(Cc2ccccc2)CCS3)CC1	-17%	-20%	·	-1%	7%	15%	i	-36%	-5%
O=C(COC(=O)CNC(=O)C12CC3CC(CC(C3)C1)C2)Nc1ccccc1	-7%	-13%	-5%[59 µM]	-9%	0%	7%	-5%	-6%	5%
N#CC1=C(N)Oc2[nH]c(=S)[nH]c(=O)c2C12C(=O)Nc1ccccc12 (stereo unspecified)	-4%	?	35µM*	-8%	15%	-31%	-1%	?	?

Quoted from the results shown for reference:
SMILES	BLM inh	JMJD2A Tudor inh	G9a inh	Pin1 inh	GLS inhibitor	HP1b chromo inh	PGK inhibitor	BAZ2B inh	POLI inh
COc1ccc(-c2cc(=O)oc3c(C)c(OCC(=O)NCCCn4ccnc4)ccc23)cc1	-10%	?	·	23%	0%	-20%	-1%	?	-4%
CN1CCN(C(=O)c2ccc3c(c2)N(Cc2ccccc2)CCS3)CC1	-17%	-20%	·	-1%	7%	15%	i	-36%	-5%
O=C(COC(=O)CNC(=O)C12CC3CC(CC(C3)C1)C2)Nc1ccccc1	-7%	-13%	-5%[59 µM]	-9%	0%	7%	-5%	-6%	5%
N#CC1=C(N)Oc2[nH]c(=S)[nH]c(=O)c2C12C(=O)Nc1ccccc12 (stereo unspecified)	-4%	?	35µM*	-8%	15%	-31%	-1%	?	?

Of the compounds above, two contain a COOH group.
SMILES	BLM inh	JMJD2A Tudor inh	G9a inh	Pin1 inh	GLS inhibitor	HP1b chromo inh	PGK inhibitor	BAZ2B inh	POLI inh
CCn1c(CSc2n[nH]c(N)n2)nc2cc(C(=O)O)ccc21	-9%	?	40µM*	?	47%[activator]	47%[activator]	i	?	50µM*
O=C(O)C1Cc2ccccc2CN1S(=O)(=O)c1ccc(Cl)cc1 (stereo unspecified)	-5%	-9%	?	-5%	-11%	7%	-7%	?	27%

Ordered by value in PGK inhibitor (smallest number first): some entries from above
smiles	BLM inh	JMJD2A Tudor inh	G9a inh	Pin1 inh	GLS inhibitor	HP1b chromo inh	PGK inhibitor	BAZ2B inh	POLI inh
CC(C)C(OC(=O)C1=Cc2ccccc2OC1)C(=O)NC1CCCC1 (stereo unspecified)	3%	-13%	-7%	-1%	6%	16%	0%	-4%	129%[activator]
CCN(CC)C(=O)Cn1c(=O)n(Cc2ccc(F)cc2)c(=O)c2sccc21	5%	-1%	·	8%	9%	37%	2%	6%	6%
CCOC(=O)c1nn(-c2ccc(C)cc2)cc1C(=O)c1ccccc1	-4%	54%[activator]	?	4%	·	66%[activator]	8%	41%[activator]	10%
